# Source: PubChem (The Scripps Research Institute Molecular Screening Center)
# OXTR potentiate = potentiators of human oxytocin receptor; P30559; CHO-OTR cells, Fluo-8 calcium fluorescence, potentiator mode; 0% = oxytocin EC15, 100% = EC100; activation, % at 3 µM; 320,000 compounds, 0.061% hits;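 active means activation above that plate's cutoff, the mean activation of tested compounds plus 3 SD, cut at about 6.6% in these data, passing the limit was not always enough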;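 further: 100% uses oxytocin at 75 nM as the full agonist control; some results filed as inactive read as strong as hits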
#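 test system = CHO-OTR cells, human receptor | compound = single-point 3.0 µM | schedule = 6 min compound pre-incubation at room temperature, 100 s kinetic read | signal = Fluo-8 no-wash calcium dye fluorescence, excitation 470-495 nm, emission 515-575 nm | repeats = single well per compound, singlicate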
# CHO-K1 Ca antag = M1 antagonist counterscreen hit in parental CHO-K1 cells; inhibition, % at 3 µM; 360,000 compounds, 0.6% hits; ATP-induced calcium, Fluo-8 fluorescence;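 active means inhibition above a per-plate cutoff, the plate's mean sample inhibition plus 3 SD, cut at about 24% in these data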;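 further: 0% = DMSO plus EC80 ATP and 100% = DMSO alone without ATP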
# M1 PAM parental = nonselective activator or artifact in parental CHO-K1 calcium assay; ATP EC20, Fluo-8 calcium fluorescence; 0% at ATP EC20, 100% at ATP max; activation, % at 3 µM; 360,000 compounds, 0.02% hits;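 active means activation above the run cutoff, the mean activation of all test compounds plus 3 SD, cut at about 40% in these data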;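 further: peak over basal fluorescence ratio in a 140 s read after ATP addition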
# CHO parental Ca = counter-screen for OX1R antagonists: effect in parental CHO cells; parental CHO-K1, ATP-induced calcium, Fluo-8 fluorescence; inhibition, % at 5.6 µM; 330,000 compounds, 0.63% hits; AID 463079;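 active means inhibition above that plate's mean sample inhibition plus 3 SD, cut at about 26% in these data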;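 further: 0% = ATP-challenged DMSO wells and 100% = DMSO wells without ATP; some compounds past the cut are filed as inactive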
#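 test system = CHO parental line | reagent = ATP stimulus | measured by = intracellular calcium via Fluo-8 no-wash fluorescent dye | control set = ATP and no-ATP DMSO wells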
# TAAR1 antag = human TAAR1 antagonism. CHO RD-HGA16 TAAR1, Fluo-8 calcium fluorescence, antagonist. inhibition, % at 3 µM. 360,000 compounds, 1.5% hits. Q96RJ0. AID 624466;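 active means inhibition above a per-plate cutoff, the mean inhibition of test compounds on that plate plus 3 SD, cut at about 49% in these data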;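 further: 0% = DMSO plus EC80 beta-PEA response and 100% = DMSO alone without agonist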
#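 test system = CHO RD-HGA16 cells bearing hTAAR1 | replication = singlicate | controls = DMSO-only wells and EC80 β-PEA-stimulated wells | reagent = EC80 β-phenethylamine stimulus | read-out basis = percent inhibition of PEA-evoked calcium signal, max/basal emission ratio | schedule = seeding 17-24 h prior, 75-min 37 °C, 30-min RT dye loading | signal = kinetic Fluo-8 calcium fluorescence measurement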
# M1 ag = agonists of human M1 muscarinic receptor; P11229; CHO-K1 hM1, Fluo-8 calcium fluorescence, agonist mode; 0% DMSO, 100% acetylcholine EC100; activation, % at 3 µM; 360,000 compounds, 0.33% hits;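 active means activation above the run's mean compound activation plus 3 SD, cut at about 16% in these data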;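 further: peak over basal fluorescence ratio within a 140 s kinetic read after compound addition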
# TAAR1 agonist = human TAAR1 agonism. AID 624467. 360,000 compounds, 0.99% hits. Q96RJ0. activation, % at 3 µM. CHO RD-HGA16 TAAR1, Fluo-8 calcium fluorescence; vehicle wells 0%, saturating PEA agonist 100%;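 active means activation above the mean activation of all test compounds in the run plus 3 SD, cut at about 38% in these data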
#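 Assay system: CHO-derived RD-HGA16 cells with stable Gα16 and human TAAR1; timing: 17-24 h seeding, 75 min 37 °C dye, 30 min RT; read-out: % activation from peak over basal fluorescence ratio, DMSO-to-PEA scaled; measured by: kinetic Fluo-8 calcium fluorescence; benchmarks: low control DMSO, high control PEA (EC100); doses: 3 µM single concentration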
# M1 ag parental = M1 agonist counterscreen hit in parental CHO-K1 cells; Fluo-8 calcium fluorescence; scaled to maximal ATP response, vehicle zero; activation, % at 3 µM; 360,000 compounds, 0.48% hits; in the data active means activation above about 15%;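 further: untransfected CHO-K1 host cells lacking M1 receptor as counterscreen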
# V1aR counter = activates human V1a receptor in oxytocin agonist counter-screen. CHO-V1R cells, Fluo-8 calcium fluorescence, agonist mode; 0% DMSO, 100% 3 nM vasopressin. P37288. activation, % at 3 µM. AID 2797. 320,000 compounds, 0.25% hits;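 active means activation above the mean activation of all tested compounds plus 3 SD, per screening run, cut at about 20% in these data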;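 further: signal is peak over basal fluorescence ratio across a 100 second FLIPR read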
# Target sequence (P37288 whole entry, looked up): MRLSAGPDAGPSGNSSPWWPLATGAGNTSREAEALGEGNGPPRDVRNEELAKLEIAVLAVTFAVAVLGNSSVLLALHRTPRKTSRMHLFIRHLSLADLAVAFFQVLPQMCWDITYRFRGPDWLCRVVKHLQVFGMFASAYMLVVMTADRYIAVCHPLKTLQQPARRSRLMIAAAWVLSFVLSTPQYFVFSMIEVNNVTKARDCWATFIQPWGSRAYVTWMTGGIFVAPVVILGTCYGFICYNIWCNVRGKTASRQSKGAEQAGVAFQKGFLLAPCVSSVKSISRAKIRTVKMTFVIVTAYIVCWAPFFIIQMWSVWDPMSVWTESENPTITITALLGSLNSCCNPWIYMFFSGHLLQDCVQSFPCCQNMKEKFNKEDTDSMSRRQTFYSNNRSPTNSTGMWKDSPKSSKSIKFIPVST
# An asterisk follows results filed as active; . = no result given.
SMILES,OXTR potentiate,CHO-K1 Ca antag,M1 PAM parental,CHO parental Ca,TAAR1 antag,M1 ag,TAAR1 agonist,M1 ag parental,V1aR counter
COc1cccc(C2CC(c3ccc(C(C)C)cc3)n3nc(N)nc3N2)c1 (configuration not stated),-6,0,11,-6,-3,-2,7,0.5,-0.5
COc1ccc(OC)c(S(=O)(=O)Nc2ccc(F)cc2)c1,-4,-9,28,-1,-27,-6,2,1.5,0.5
O=C(Nc1ccc(Cl)cc1)Nc1ccc(S(=O)(=O)Nc2ncccn2)cc1,1,-8,5,-8,7,-4,9,0.1,1.2
CC(C)(C)[C@H]1COC(=O)CC/C=C\C[C@H](CC(=O)N(CCO)Cc2ccccc2)C(=O)N1,6,-6,5,-4,6,-2,0,-0.2,1.1
CCOC(=O)c1c(C)oc2c1c(C(c1ccccc1)N1CCOCC1)c(O)c1ccccc12 (configuration not stated),-3,-5,13,-24,-9,-5,17,-0.2,-0.9
COc1cc(C=O)ccc1OC(=O)N1CCOCC1,-7,-5,-2,0,24,-1,3,0.1,0.2
Cc1cc(NC(=O)COC(=O)/C=C/c2ccc(C)o2)no1,-3,-6,7,-3,-10,-2,6,0.5,0.5
O=C(Oc1ccc(Br)cc1C(=S)N1CCOCC1)c1ccc(F)cc1,-12,-3,12,-14,.,-5,.,-0.3,0.6
O=C(C1CCCC1)N1CCN(S(=O)(=O)c2ccc(F)c(F)c2F)CC1,1,1,-4,-3,8,-3,2,1.8,2.4
Cc1ccnc(NS(=O)(=O)c2ccc3c(c2)CCO3)c1,6,.,.,2,-20,.,4,.,-0.1
O=C(c1ccccc1F)N1CCN(C(=O)C(c2ccccc2)c2ccccc2)CC1,-2,-2,-13,-13,-3,-4,0,0.7,0.9
CC1CCN(S(=O)(=O)c2cnc(Cl)c(Br)c2)CC1,-4,-1,9,-1,4,-9,-2,-0.6,-1.5
CC(=O)N1Cc2ccccc2C(C)CC12CCCCC2 (configuration not stated),5,-13,26,-19,-30,-6,25,0.3,-2.1
O=C1c2ccccc2CN1CCNS(=O)(=O)c1ccc2ccccc2c1,-5,-12,10,-4,1,-1,6,1.7,-0.2
Cc1ccc2cc(C#N)c(NCc3ccccc3)nc2c1,-2,-6,-10,7,-23,-4,-2,0.9,-1.1
COc1ccc(N(Cc2ccccc2)S(=O)(=O)c2cccc(C(=O)O)c2)cc1,-1,-16,-1,-7,-36,0,0,-0.1,0.0
CCS(=O)(=O)C1=NSC2=NC(=O)/C(=C\c3ccc(OC(=O)c4ccco4)c(OC)c3)C(=N)N21,-4,10,13,-9,-8,-1,0,-0.1,0.2
COc1ccccc1Oc1nc(-c2ccccc2)cc(C)c1S(C)(=O)=O,-8,-21,21,-26,-33,-4,-2,0.1,0.9
C/C(=N\NC(=O)c1cccc(S(=O)(=O)N2CCOCC2)c1)c1cc2ccccc2o1,-5,-9,10,-13,19,-4,1,1.5,0.8
COc1ccc(-n2c(SCC(=O)Nc3ccc4c(c3)OCO4)nnc2C(C)N2CCCCC2)cc1 (configuration not stated),-7,-9,18,-14,3,-1,4,0.8,0.2
CC(C)=C1SC(N2CCN(c3ccc(C)cc3)CC2)=NC1=O,-13,1,3,4,11,1,3,0.1,-0.1
CCOc1ccccc1NC(=O)Cc1ccccc1OC,14,-3,18,-50,8,-5,4,0.4,-1.6
Cc1cc(S(=O)(=O)N2CCCC2)ccc1OCC(=O)NCc1ccccc1,-10,7,-22,-6,8,-2,4,2.5,3.2
COc1ccc(C(CC(=O)c2ccc(C)cc2)C(C#N)C#N)cc1OC (configuration not stated),-13,-14,13,-28,5,-4,1,1.2,-0.3
Cc1ccccc1NC(=O)Cn1cnc2c1c(=O)n(C)c(=O)n2C,-14,4,4,3,-4,0,4,0.0,0.1

# As entered above:
# `O=C(c1ccccc1F)N1CCN(C(=O)C(c2ccccc2)c2ccccc2)CC1` in M1 ag: -4
# `COc1ccccc1Oc1nc(-c2ccccc2)cc(C)c1S(C)(=O)=O` in V1aR counter: 0.9

# Molecules from the list above that have a furan ring, fused or not (4):
SMILES,OXTR potentiate,CHO-K1 Ca antag,M1 PAM parental,CHO parental Ca,TAAR1 antag,M1 ag,TAAR1 agonist,M1 ag parental,V1aR counter
CCOC(=O)c1c(C)oc2c1c(C(c1ccccc1)N1CCOCC1)c(O)c1ccccc12 (configuration not stated),-3,-5,13,-24,-9,-5,17,-0.2,-0.9
Cc1cc(NC(=O)COC(=O)/C=C/c2ccc(C)o2)no1,-3,-6,7,-3,-10,-2,6,0.5,0.5
CCS(=O)(=O)C1=NSC2=NC(=O)/C(=C\c3ccc(OC(=O)c4ccco4)c(OC)c3)C(=N)N21,-4,10,13,-9,-8,-1,0,-0.1,0.2
C/C(=N\NC(=O)c1cccc(S(=O)(=O)N2CCOCC2)c1)c1cc2ccccc2o1,-5,-9,10,-13,19,-4,1,1.5,0.8

# Quoted at random: 2 entries already listed.
SMILES,OXTR potentiate,CHO-K1 Ca antag,M1 PAM parental,CHO parental Ca,TAAR1 antag,M1 ag,TAAR1 agonist,M1 ag parental,V1aR counter
COc1cccc(C2CC(c3ccc(C(C)C)cc3)n3nc(N)nc3N2)c1 (configuration not stated),-6,0,11,-6,-3,-2,7,0.5,-0.5
COc1ccc(N(Cc2ccccc2)S(=O)(=O)c2cccc(C(=O)O)c2)cc1,-1,-16,-1,-7,-36,0,0,-0.1,0.0
